Assay outcomes as filed in PubChem BioAssay.
N-glyco inh: increase of ERlucT glycosylation luciferase signal, primary screen, N-linked glycosylation inhibitor project, D54 ERlucT cells, luminescence, set 2; D54 ERlucT glycosylation luciferase reporter, 24 h; percent of 100 nM tunicamycin response; reporter increase, % at 12.5 µM; 0.23% of 360,000 active; AID 588692, 2011;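 active means mean luciferase reporter signal, scaled so untreated is 0 and the glycosylation-blocking control 100, at or above a set limit in every replicate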;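 further: luciferase carries N-glycosylation sites so blocking glycosylation raises the light; 0% = median of neutral control wells and 100% = median of 100 nM tunicamycin wells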
PDI turbidity: inhibitors of human PDI, primary screen, biochemical, turbidity, single point, plate reader; inhibition, % at 10 µM; Protein disulfide-isomerase (Homo sapiens), P07237; PDI insulin aggregation turbidity, A650, 90 min; 0.052% of 350,000 active;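 active means mean inhibition across replicates of 30% or more, whatever share of single replicates reach that level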;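 further: absorbance from insulin aggregation driven by PDI reduction with DTT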
CaV13 ICDI inh: Disruptors of the CACNA1D IQ motif to Ca2+-dependent inactivation inhibitor domain association, primary screening, Förster resonance energy transfer in intact living …. inhibition, % at 12.3 µM. 0.098% of 340,000 active. AID 743397. HEK cells, CFP/YFP FRET ICDI-IQ, plate reader, 10 min; percent FRET-ratio fall versus neutral wells;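 active means mean replicate inhibition of at least 30% and at least 1% of replicates passing that level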;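 further: 0% = median of the neutral control wells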
ABCB6 inh 2: ABCB6 transporter inhibitors, primary screen, K562-ABCB6 cells, flow cytometry, MLPCN library | 0.19% of 360,000 active | fluorescence ratio to DMSO, % at 10 µM | K562-ABCB6 porphyrin accumulation, 1 h; hits give low values | ATP-binding cassette sub-family B member 6 (Homo sapiens), Q9NP58 | AID 602162, 2011;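 active means fluorescence ratio to DMSO below 75%, the collection mean minus 3 SD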;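 further: signal is porphyrin accumulated inside mitochondria; 100% equals median channel fluorescence of DMSO control wells; lower ratio means ABCB6 inhibition with less porphyrin fluorescence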
Granule exo inh: LAMP-1 surface exposure blockers, TALL-104 cells – cell-based, flow cytometry, MLPCN library, primary screen; TALL-104 LAMP-1 surface exposure; cells stimulated with thapsigargin and PMA; inhibition, % at 10 µM; 0.66% of 360,000 active; AID 651702, 2012;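 active means inhibition above about 55%, limit read from the data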
H9c2 protect: cardioprotection against H2O2-induced cell death, primary screen, uHTS, H9c2 cells, ATPLite luminescence | H9c2 cardiomyocytes, H2O2 injury protection, 2 h | protection from H2O2 cell death, % at 20 µM | 0.63% of 360,000 active | AID 588492, 2011;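 active means compounds giving at least 50% protection of heart cells from peroxide-induced death in the single-dose screen, raw or plate-pattern-corrected value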;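 further: 0% = DMSO wells with peroxide and 100% = DMSO wells without peroxide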
ABHD5 PLIN5 PPI: ABHD5-PLIN5 interaction inhibitors, primary screen, cell lysate, split luciferase complementation, luminescence | Perilipin-5 (Homo sapiens) + 1-acylglycerol-3-phosphate O-acyltransferase ABHD5 (Homo … | 0.78% of 360,000 active | AID 602281, 2012 | Split G. princeps luciferase complementation, 4 h | inhibition, % at 4 µM;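 active means inhibition above the mean inhibition across every tested compound plus 3 SD, cut at about 22% in these data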;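 further: 0% = DMSO only wells and the 100% control is not disclosed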
Target sequence (Q00G26 whole entry, looked up): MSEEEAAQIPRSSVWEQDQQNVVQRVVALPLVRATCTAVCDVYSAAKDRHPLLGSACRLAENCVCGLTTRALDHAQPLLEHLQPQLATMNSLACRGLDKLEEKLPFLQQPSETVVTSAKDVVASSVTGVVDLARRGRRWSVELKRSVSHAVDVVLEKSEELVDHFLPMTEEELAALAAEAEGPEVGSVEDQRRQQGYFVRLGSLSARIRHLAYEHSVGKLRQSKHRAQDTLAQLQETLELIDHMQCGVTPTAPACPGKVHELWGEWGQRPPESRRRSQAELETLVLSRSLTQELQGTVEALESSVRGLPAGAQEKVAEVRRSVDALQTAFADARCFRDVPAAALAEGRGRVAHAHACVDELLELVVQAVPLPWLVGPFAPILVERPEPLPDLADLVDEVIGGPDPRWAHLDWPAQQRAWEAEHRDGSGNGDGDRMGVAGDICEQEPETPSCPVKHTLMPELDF
Target sequence (Q8WTS1 whole entry, looked up): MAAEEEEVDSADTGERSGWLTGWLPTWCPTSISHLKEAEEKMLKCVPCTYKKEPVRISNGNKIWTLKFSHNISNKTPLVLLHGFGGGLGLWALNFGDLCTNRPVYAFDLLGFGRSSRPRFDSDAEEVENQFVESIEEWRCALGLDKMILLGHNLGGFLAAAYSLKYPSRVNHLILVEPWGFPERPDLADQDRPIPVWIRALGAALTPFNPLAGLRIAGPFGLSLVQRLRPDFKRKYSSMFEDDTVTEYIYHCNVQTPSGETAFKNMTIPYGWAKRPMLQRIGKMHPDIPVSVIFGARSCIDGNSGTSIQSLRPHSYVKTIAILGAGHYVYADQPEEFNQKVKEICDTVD
m5-HT2A agonist: mouse Htr2a agonists via beta-arrestin recruitment, primary screen, cell-based, luminescence; 5-hydroxytryptamine receptor 2A (Mus musculus), P35363; CHO-K1 mHTR2A beta-arrestin complementation; percent of 30 µM serotonin response; 0.66% of 360,000 active; AID 624169, 2012; activation, % at 7.6 µM;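 active means activation above a run cutoff, the mean activation of all tested compounds plus 3 SD, cut at about 14% in these data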;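 further: 0% = plate median of compound wells and 100% = 30 µM serotonin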
MC4R antagonist: MC4R antagonists of cAMP signaling, primary screen, cell-based, TR-FRET, antagonist arm of biased-ligand search | 0.48% of 360,000 active | AID 540295, 2011 | Melanocortin receptor 4 (Homo sapiens), P32245 | MC4R-expressing cells, MTII-stimulated cAMP, LANCE TR-FRET | inhibition, % at 6.5 µM;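 active means inhibition above its plate's cutoff, the mean of tested wells on that plate plus 3 SD, cut at about 29% in these data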;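 further: 0% = Melanotan II alone and 100% = Melanotan II plus saturating MCL0020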
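System: U2OS-MC4R stable cell line; Technique: Eu-cAMP/anti-cAMP TR-FRET, emission 671 nm; Repeats: single well per compound; Also added: Melanotan II; Dosing: one concentration, 6.5 µM nominal; Schedule: 30-min compound, 1-h challenge, 1-h detection, room temperature.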
MC4R barr agon: MC4R agonists recruiting beta-arrestin, primary screen, cell-based, luminescence, agonist arm of biased-ligand search. Melanocortin receptor 4 (Homo sapiens), P32245. U2OS MC4R beta-arrestin complementation; percent of melanotan II response, DMSO zero. activation, % at 8.9 µM. 0.98% of 360,000 active;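 active means activation above a per-plate cutoff, the mean activation of sample wells on that plate plus 3 SD, cut at about 8% in these data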
Active calls of the source: *.

Cc1ccccc1NC(=O)C1Cc2ccccc2CN1C(=O)c1ccco1 (centres undefined) was read as N-glyco inh -2, PDI turbidity -4, CaV13 ICDI inh -2, ABCB6 inh 2 100, Granule exo inh -2, H9c2 protect 0, ABHD5 PLIN5 PPI 7, m5-HT2A agonist 1, MC4R antagonist 15 and MC4R barr agon 0.3.
`COc1cccc(-c2cnc3c(NC=O)cc(-c4ccc(N(C)C)cc4)cn23)c1` gave N-glyco inh 6, PDI turbidity 1, CaV13 ICDI inh -6, ABCB6 inh 2 108, Granule exo inh -10, H9c2 protect 8, ABHD5 PLIN5 PPI 5, m5-HT2A agonist 2, MC4R antagonist -5 and MC4R barr agon 15*.
`CCN(C[C@H]1N[C@@](C)(C(=O)OC)[C@H]2C(=O)N(Cc3ccccc3)C(=O)[C@@H]12)S(=O)(=O)c1ccc(C(C)(C)C)cc1` gave N-glyco inh -3, PDI turbidity 18, CaV13 ICDI inh -3, ABCB6 inh 2 90, Granule exo inh 3, H9c2 protect 8, ABHD5 PLIN5 PPI -9, m5-HT2A agonist -3, MC4R antagonist 11 and MC4R barr agon -0.6.
CCOC(=O)C1(C)NC(c2cc(OC)c(OC)c(OC)c2)C2C(=O)N(CC)C(=O)C21 (centres undefined) was read as N-glyco inh 1, PDI turbidity 4, ABCB6 inh 2 98, Granule exo inh 1, H9c2 protect 11, ABHD5 PLIN5 PPI -7, m5-HT2A agonist 3, MC4R antagonist 3 and MC4R barr agon -1.6.
CCC(C)c1ccccc1N1CC(C(=O)NCCC2=CCCCC2)CC1=O (centres undefined) was read as N-glyco inh -3, PDI turbidity -9, CaV13 ICDI inh -17, ABCB6 inh 2 94, Granule exo inh -1, H9c2 protect 2, ABHD5 PLIN5 PPI 1, m5-HT2A agonist -9, MC4R antagonist 0 and MC4R barr agon -2.1.
For O=C(CSc1nnc(CNC(=O)c2c(F)cccc2Cl)o1)Nc1ccccc1 the results were N-glyco inh -1, PDI turbidity 1, ABCB6 inh 2 98, Granule exo inh -2, H9c2 protect -6, ABHD5 PLIN5 PPI 8, m5-HT2A agonist 7, MC4R antagonist -4 and MC4R barr agon -1.4.
`CCOC(=O)C1(CC2CC2)CCN(Cc2ccc3cccc(F)c3n2)CC1` gave N-glyco inh -1, PDI turbidity 2, CaV13 ICDI inh 6, ABCB6 inh 2 108, Granule exo inh -4, H9c2 protect -5, ABHD5 PLIN5 PPI -3, m5-HT2A agonist 1, MC4R antagonist 1 and MC4R barr agon 1.9.
Screening CCOC(=O)c1cccc(NC(=O)/C=C/c2ccc3c(c2)OCO3)c1 returned N-glyco inh 2, PDI turbidity -8, CaV13 ICDI inh -4, ABCB6 inh 2 90, Granule exo inh 3, H9c2 protect -4, ABHD5 PLIN5 PPI 4, m5-HT2A agonist 0, MC4R antagonist -2 and MC4R barr agon -1.0.
`Cc1ccc2c(c1)N(CC(=O)N1CCCCCC1)C(=O)CO2` gave N-glyco inh 2, PDI turbidity -2, CaV13 ICDI inh -4, ABCB6 inh 2 104, Granule exo inh 22, H9c2 protect 6, ABHD5 PLIN5 PPI 2, m5-HT2A agonist 9, MC4R antagonist 17 and MC4R barr agon 0.6.
Screening O=C(c1ccc(Cl)s1)N1CCc2ccccc21 returned N-glyco inh 1, PDI turbidity -1, CaV13 ICDI inh -8, ABCB6 inh 2 92, Granule exo inh -1, H9c2 protect -11, ABHD5 PLIN5 PPI 3, m5-HT2A agonist -3, MC4R antagonist 2 and MC4R barr agon 0.2.
Screening COc1cc(/C=N/NC(=O)COc2ccc(C)cc2)ccc1OC(=O)c1cccs1 returned N-glyco inh 1, PDI turbidity 1, CaV13 ICDI inh -1, ABCB6 inh 2 96, Granule exo inh -2, H9c2 protect -17, ABHD5 PLIN5 PPI 1, m5-HT2A agonist -3, MC4R antagonist 0 and MC4R barr agon 3.1.
Screening O=c1[nH]c(=S)[nH]c(O)c1/C=C1\C=Nc2ccccc21 returned N-glyco inh 4, PDI turbidity -7, ABCB6 inh 2 103, Granule exo inh -1, H9c2 protect 3, ABHD5 PLIN5 PPI -10, m5-HT2A agonist 10, MC4R antagonist -5 and MC4R barr agon -0.8.
For O=C(Cn1nnc(-c2ccccc2F)n1)NCc1ccco1 the results were N-glyco inh 0, PDI turbidity 0, CaV13 ICDI inh -2, ABCB6 inh 2 93, Granule exo inh 1, H9c2 protect -3, ABHD5 PLIN5 PPI -2, m5-HT2A agonist 1, MC4R antagonist 5 and MC4R barr agon -1.0.
For COCCCOc1ccnc(CS(=O)c2nc3ccccc3[nH]2)c1C (centres undefined) the results were N-glyco inh -2, PDI turbidity -2, CaV13 ICDI inh -5, ABCB6 inh 2 95, Granule exo inh 0, H9c2 protect -10, ABHD5 PLIN5 PPI -17, m5-HT2A agonist 3, MC4R antagonist 9 and MC4R barr agon 2.0.
`COc1ccc(-c2c3c(=O)n(C)c(=O)n(C)c3cn2Cc2cccnc2)cc1` gave N-glyco inh 1, PDI turbidity 1, ABCB6 inh 2 116, Granule exo inh 6, H9c2 protect -17, ABHD5 PLIN5 PPI 1, m5-HT2A agonist 4, MC4R antagonist 12 and MC4R barr agon 0.7.

The final 2 entries of the part before lead into the next:
For COCCCOc1ccnc(CS(=O)c2nc3ccccc3[nH]2)c1C (centres undefined) the results were N-glyco inh -2, PDI turbidity -2, CaV13 ICDI inh -5, ABCB6 inh 2 95, Granule exo inh 0, H9c2 protect -10, ABHD5 PLIN5 PPI -17, m5-HT2A agonist 3, MC4R antagonist 9 and MC4R barr agon 2.0.
`COc1ccc(-c2c3c(=O)n(C)c(=O)n(C)c3cn2Cc2cccnc2)cc1` gave N-glyco inh 1, PDI turbidity 1, ABCB6 inh 2 116, Granule exo inh 6, H9c2 protect -17, ABHD5 PLIN5 PPI 1, m5-HT2A agonist 4, MC4R antagonist 12 and MC4R barr agon 0.7.
Screening O=C(CN1CCN(Cc2ccccc2)CC1)Nc1cccc(Br)c1 returned N-glyco inh 0, PDI turbidity -4, CaV13 ICDI inh -2, ABCB6 inh 2 94, Granule exo inh -8, H9c2 protect -1, ABHD5 PLIN5 PPI 0, m5-HT2A agonist -12, MC4R antagonist -6 and MC4R barr agon 0.9.
`COc1ccccc1OCc1ccc(C(=O)OCC2CCCO2)o1` (centres undefined) gave N-glyco inh 0, PDI turbidity 3, CaV13 ICDI inh -6, ABCB6 inh 2 95, Granule exo inh 7, H9c2 protect 12, ABHD5 PLIN5 PPI 1, m5-HT2A agonist 3, MC4R antagonist 4 and MC4R barr agon -0.1.
`CCN(C(=O)COC(=O)COc1ccccc1Cl)c1c(N)n(Cc2ccccc2)c(=O)[nH]c1=O` gave N-glyco inh 0, PDI turbidity 19, CaV13 ICDI inh -6, ABCB6 inh 2 98, Granule exo inh 7, H9c2 protect -2, ABHD5 PLIN5 PPI -3, m5-HT2A agonist 7, MC4R antagonist 6 and MC4R barr agon -1.2.
For Cc1ccc(S(=O)(=O)N(C)C)cc1NC(=O)C(C)OC(=O)C1CCCC1 (centres undefined) the results were N-glyco inh 0, PDI turbidity 23, CaV13 ICDI inh -6, ABCB6 inh 2 95, Granule exo inh 4, H9c2 protect -1, ABHD5 PLIN5 PPI -3, m5-HT2A agonist -7, MC4R antagonist 4 and MC4R barr agon -2.9.
COc1ccc(C2NC(=S)NC(O)(C(F)(F)F)C2C(=O)c2cccs2)cc1 (centres undefined) was read as N-glyco inh 1, PDI turbidity -7, CaV13 ICDI inh -9, ABCB6 inh 2 99, Granule exo inh -8, H9c2 protect 4, ABHD5 PLIN5 PPI -6, m5-HT2A agonist 1, MC4R antagonist 10 and MC4R barr agon 0.9.
For CSc1ccccc1NC(=O)CSc1nnnn1-c1ccccc1SC the results were N-glyco inh -3, PDI turbidity 0, CaV13 ICDI inh -5, ABCB6 inh 2 98, Granule exo inh 2, H9c2 protect -11, ABHD5 PLIN5 PPI -6, m5-HT2A agonist -5, MC4R antagonist 12 and MC4R barr agon 1.1.
Cc1nc(CC(=O)Nc2nc(C(C)(C)C)cs2)cs1 was read as N-glyco inh 4, PDI turbidity -3, CaV13 ICDI inh -4, ABCB6 inh 2 92, Granule exo inh -2, H9c2 protect -3, ABHD5 PLIN5 PPI 0, m5-HT2A agonist 2, MC4R antagonist 1 and MC4R barr agon -1.2.
Screening CN1CCN(C(=O)C(C(=O)c2ccc(F)cc2)n2ccccc2=O)CC1 (centres undefined) returned N-glyco inh -2, PDI turbidity -3, CaV13 ICDI inh -8, ABCB6 inh 2 100, Granule exo inh -2, H9c2 protect -1, ABHD5 PLIN5 PPI 6, m5-HT2A agonist 1, MC4R antagonist 13 and MC4R barr agon -0.6.
O=C(Nc1ccc(F)cc1F)c1cc(-c2ccc3c(c2)OCO3)on1 was read as N-glyco inh 0, PDI turbidity 2, CaV13 ICDI inh -7, ABCB6 inh 2 91, Granule exo inh -15, H9c2 protect 3, ABHD5 PLIN5 PPI 4, m5-HT2A agonist 7, MC4R antagonist 14 and MC4R barr agon -2.0.
`COc1cccc(NC(=O)CN2CCSc3ccccc32)c1` gave N-glyco inh -3, PDI turbidity -3, CaV13 ICDI inh -7, ABCB6 inh 2 96, Granule exo inh -2, H9c2 protect -3, ABHD5 PLIN5 PPI -6, m5-HT2A agonist -2, MC4R antagonist 9 and MC4R barr agon -3.9.
Screening Cc1cnc(CNc2nc3cc(-c4ccccc4C)sc3c(=O)n2C)cn1 returned N-glyco inh 0, PDI turbidity -80, CaV13 ICDI inh -5, ABCB6 inh 2 86, Granule exo inh -16, H9c2 protect 8, ABHD5 PLIN5 PPI -2, m5-HT2A agonist -5, MC4R antagonist 2 and MC4R barr agon -2.1.
COCC(=O)N(C)[C@H]1C[C@H]2c3[nH]c4ccccc4c3CCN2C(=O)[C@H]1[C@H](C)O was read as N-glyco inh 2, PDI turbidity -3, CaV13 ICDI inh -5, ABCB6 inh 2 99, Granule exo inh -3, H9c2 protect 0, ABHD5 PLIN5 PPI 13, m5-HT2A agonist 4, MC4R antagonist 14 and MC4R barr agon -1.6.
For CN(C)C(=O)c1ccc(NC(=O)c2cc(-c3ccco3)nc3ccccc23)cc1 the results were N-glyco inh 1, PDI turbidity -3, CaV13 ICDI inh -2, ABCB6 inh 2 99, Granule exo inh 8, H9c2 protect 19, ABHD5 PLIN5 PPI 4, m5-HT2A agonist 0, MC4R antagonist -1 and MC4R barr agon -3.1.
